Assay outcomes deposited in PubChem by National Center for Advancing Translational Sciences (NCATS).
TCR act: activates T cell receptor signaling | primary human leukocytes, anti-CD3, IL-2 HTRF, 48 h | Potency, µM (titrated, usually from 9.22 µM), inactives show at the top dose activation of IL-2 secretion, most hits filed as activators | 330,000 tested, under 10 active; further: % of control where 0% means no effect
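Compounds are tested in HTS on primary human leukocytes co-incubated with a-CD3 beads for 48 hr. IL-2 output is measured by time-resolved FRET.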
USP2a inh: blocks human ubiquitin-specific protease USP2a; O75604; USP2 core, Ub-CHOP2 coupled fluorogenic reporter, 485/531; Potency, µM (titrated, usually from 38.3 µM), without a hit: at the top dose activity change, negative = inhibition, usual class: inhibitors; hit rate 0.01% among 330,000; AID 463254;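 further: potency means the concentration at half of the fitted maximal effect; plate controls were DMSO wells for no effect and full inhibition by NEM control for full effect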
Target sequence (O75604 whole entry, looked up): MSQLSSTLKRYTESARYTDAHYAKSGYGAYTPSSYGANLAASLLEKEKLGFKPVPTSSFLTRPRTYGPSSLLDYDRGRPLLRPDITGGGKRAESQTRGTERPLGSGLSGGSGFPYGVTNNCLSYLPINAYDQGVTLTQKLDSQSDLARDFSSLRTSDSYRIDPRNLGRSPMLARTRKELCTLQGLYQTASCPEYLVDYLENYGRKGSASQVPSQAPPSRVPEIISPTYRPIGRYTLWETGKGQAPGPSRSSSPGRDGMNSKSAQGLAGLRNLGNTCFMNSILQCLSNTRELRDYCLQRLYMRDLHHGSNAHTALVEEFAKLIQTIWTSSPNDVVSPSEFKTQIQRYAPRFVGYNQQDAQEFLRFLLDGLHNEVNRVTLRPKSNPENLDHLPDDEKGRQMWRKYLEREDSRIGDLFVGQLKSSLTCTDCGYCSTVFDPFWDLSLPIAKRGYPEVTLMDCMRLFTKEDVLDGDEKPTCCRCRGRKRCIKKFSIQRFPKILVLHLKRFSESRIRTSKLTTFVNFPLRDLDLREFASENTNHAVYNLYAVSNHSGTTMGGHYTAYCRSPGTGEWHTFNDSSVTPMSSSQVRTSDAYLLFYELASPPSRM
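Deubiquitinase activity read as fluorescence (485/531 nm) after Ub-CHOP2 cleavage activates the enterokinase reporter on its substrate; USP2 core 10nM, Ub-CHOP2 and substrate 25nM each, 30min compound preincubation then 60min RT; data normalized to NEM, curves fitted.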
Tb PFK block: T. brucei PFK enzyme inhibition; O15648; T. brucei PFK, ADP-Glo luminescence; Potency, µM (titrated, usually from 57.5 µM), without a hit: at the top dose activity, negative = inhibition, hits mostly inhibitors; hit rate 0.17% among 330,000; AID 485367;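 further: potency means the concentration at half of the fitted maximal effect; 0% = uninhibited 1x PFK enzyme wells and -100% = no-enzyme wells; nearly all actives have a fitted effect of over 60% in size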
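1.25 nM PFK with 0.5 mM F6P and 0.1 mM ATP in 0.1 M TEA pH 8.0, 5 mM MgCl2, incubated 45 min at room temperature; ADP measured by ADP-Glo luminescence; compounds titrated up to 57 uM.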
uPA generation: cell surface uPA generation inhibition | cell surface uPA generation assay, qHTS | Potency, µM (highest dose often 38.3 µM), inactives show at the top dose activity change, negative = inhibition, hits mostly inhibitors | hit rate 0.31% among 330,000 | AID 540303; active means well fitted inhibition curve with a large enough effect; inconclusive means small, poorly fitted or top-dose-only effect; inactive means no such curve, though single readings can be large or run the other way; tested in mouse RAW 264.7 cells; further: potency means the concentration at half of the fitted maximal effect; on the % scale 0 is the no-effect control and ±100 the full control effect; nearly all actives have a fitted effect of over 55% in size
ELG1 DNA repair: blocks ELG1-dependent DNA repair in HEK293T cells; HEK293T ELG1-luciferase reporter, luminescence, 16 h; DNA damage induced by 5-fluorouridine; Potency, µM (titrated, usually from 46.1 µM), inactives show at the top dose activity change, negative = inhibition, usual class: inhibitors; hit rate 2.3% among 330,000; AID 504467; further: potency means the concentration at half of the fitted maximal effect; on the % scale 0 is the no-effect control and ±100 the full control effect; nearly all actives have a fitted effect of over 55% in size
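Luminescence from the luciferase reporter, measured 30 min after ONE-Glo reagent at room temperature, was the read-out. Beforehand, 2,000 cells per well were exposed for 16 hr at 37 °C to 5-fluorouridine together with compound or vehicle.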
Mito fusion yeast: blocks mitochondrial division or promotes mitochondrial fusion; S. cerevisiae fusion-defective mutant growth rescue, CellTiterGlo 48 h; Potency, µM (highest dose often 46.1 µM), inactives show top-dose growth rescue (activation), most hits filed as activators; hit rate 0.23% among 320,000;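 further: potency means the concentration at half of the fitted maximal effect; % of control where 0% means no effect; nearly all actives have a fitted effect of over 45% in size; temperature-sensitive fusion mutants such as fzo1-1 at 37 °C on non-fermentable ethanol glycerol medium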
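Growth-rescue viability read-out: after 48 h at the non-permissive 37C in glycerol/ethanol YPEG, yeast mitochondrial fusion mutants are measured by CellTiterGlo luminescence; compounds (23 nl pinned per well) restoring growth score as division inhibitors or fusion activators.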
TSHR antagonist: antagonists of human thyroid stimulating hormone receptor | P16473 | hit rate 0.2% among 330,000 | AID 504810 | TSHR-expressing cells, TSH-stimulated cAMP HTRF, 2 h; stronger effect = lower value | activity change, negative = inhibition, % at 11.5 µM;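 active means activity change below a set negative limit, meaning inhibition stronger than a set level, cut at about -70% in these data; inconclusive means activity change between two set negative limits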; further: on the % scale 0 is the no-effect control and ±100 the full control effect
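Antagonism was scored as loss of TSH-driven cAMP in TSHR cells, stimulated with 4nM TSH (EC80) for 2 hours at 37 deg C and detected by homogeneous HTRF competition immunoassay.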
B2AR arrestin: agonists driving beta-arrestin recruitment to human beta2-adrenergic receptor. hit rate 0.02% among 330,000. beta-arrestin recruitment to beta2AR, cell-based reporter. Potency, µM (titrated, usually from 46.1 µM), for the others: at the highest dose activation, hits mostly activators. AID 492947;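 further: potency means the concentration at half of the fitted maximal effect; 0% = DMSO controls and full agonism = EC100 isoproterenol or metaproterenol; nearly all actives have a fitted effect of over 65% in size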
PTAP TSG101 blk: blocks PTAP/TSG101 interaction to inhibit HIV-1 budding; Fluorescence polarization, FITC-PTAP peptide / Tsg101 binding; Q99816; 340,000 tested, under 10 active; Potency, µM (doses to about 115 µM), inactives show at the top dose activity change, negative = inhibition, hits mostly inhibitors; AID 493005; active means well fitted inhibition curve with a large enough effect in the main read-out, with a control signal flat, not every such curve was filed as active; inconclusive means small, poorly fitted or top-dose-only effect, or effect the other way, or a change in a side signal; inactive means no such curve, though single readings can be large or run the other way; further: potency means the concentration at half of the fitted maximal effect; % of control where 0% means no effect
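FP read-out: FITC-PTAP peptide, 50 nM final, binding Tsg101 binding domain, 10 uM final; 20 min, r.t.; 10 mM HEPES pH 7.5, 0.15 M NaCl, 0.01% Tween 20, 3 mM EDTA, 0.1 mM TCEP.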
BCR signal inh: inhibitors of chronic active B-cell receptor signaling. ABC-DLBCL IkBa-CBG/CBR reporter, luminescence ratio, 4 h. Potency, µM (highest dose often 46.1 µM), for the others: top-dose ratio change, negative = lower green/red ratio, actives largely listed as inhibitors. hit rate 0.05% among 340,000. AID 493014; active means well fitted inhibition curve with a large enough effect in the signal ratio, with a control signal flat, not every such curve was filed as active; inconclusive means small, poorly fitted or top-dose-only effect, or effect the other way, or a change in a side signal; the % refers to the signal ratio;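 further: potency means the concentration at half of the fitted maximal effect; plate controls were basal doxycycline-induced cells for no effect and cells given 10 µM MG132 for full effect; MG132 reads +100%, hits lower the ratio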
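TMD8 human ABC-DLBCL cells with doxycycline-inducible IκBα–green luciferase fusion and unfused red luciferase, in 0.5% FBS medium; compounds up to 46 uM, 4 h at 37C. Green/red luminescence ratio, filter-overlap corrected, fitted to concentration-response curves.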
Eya2 inh: Eya2 (human) phosphatase inhibition. recombinant Eya2, OMFP fluorescence dephosphorylation (OMFP is methylfluorescein phosphate). O00167. hit rate 0.006% among 330,000. Potency, µM (series often up to 76.9 µM), for inactives: at the highest dose activity, negative = inhibition, actives largely listed as inhibitors; further: potency means the concentration at half of the fitted maximal effect; on the % scale 0 is the no-effect control and ±100 the full control effect
Target sequence (O00167 whole entry, looked up): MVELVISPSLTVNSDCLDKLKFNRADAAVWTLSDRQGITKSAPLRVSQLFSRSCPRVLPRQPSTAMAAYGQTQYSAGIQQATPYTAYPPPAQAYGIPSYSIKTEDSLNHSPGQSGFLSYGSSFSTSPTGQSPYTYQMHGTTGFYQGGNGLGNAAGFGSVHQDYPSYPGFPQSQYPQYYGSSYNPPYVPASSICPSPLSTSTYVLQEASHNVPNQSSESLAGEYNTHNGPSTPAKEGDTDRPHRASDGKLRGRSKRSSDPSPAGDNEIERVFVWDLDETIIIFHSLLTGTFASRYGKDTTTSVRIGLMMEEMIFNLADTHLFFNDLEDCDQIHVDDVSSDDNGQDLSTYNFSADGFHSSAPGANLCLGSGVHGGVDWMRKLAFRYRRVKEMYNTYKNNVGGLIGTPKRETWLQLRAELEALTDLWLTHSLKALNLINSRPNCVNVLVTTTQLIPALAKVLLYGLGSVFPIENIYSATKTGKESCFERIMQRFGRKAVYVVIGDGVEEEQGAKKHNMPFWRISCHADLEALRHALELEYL
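Eya2 protein (added as 0.2 uM solution) was preincubated with compound for 10 min at ambient temperature in 50 mM HEPES pH 7.5, 50 mM NaCl, 5 uM MgCl2, 0.05% BSA, 1 mM DTT. OMFP (added at 50 uM) then reacted 10 min; fluorescence read at 485/525 nm.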
* hit, by the source's call; ? = inconclusive; · = no result given; [ ] = remark or other dose. Unless noted, the call rests on the fitted dose curve; in most records, active means well fitted curve in the direction sought with a large enough effect; inconclusive means small, poorly fitted or top-dose-only effect, or another doubt; inactive means no such curve, though single readings can be large; an effect the other way counts as inactive or inconclusive.

Values run as follows: TCR act	USP2a inh	Tb PFK block	uPA generation	ELG1 DNA repair	Mito fusion yeast	TSHR antagonist	B2AR arrestin	PTAP TSG101 blk	BCR signal inh	Eya2 inh
Cc1cccc(C(=O)NC(=S)N(C)C2CCCCC2)c1
→ 10.2%	1.9%	3.7%	-2.5%	?	-6.1%	-27.2	0.0%	-4.4%	?	-2.6%
COc1ccc2[nH]c3c(c2c1)CCN1C(=O)N([C@@H](C)C(=O)NCCc2ccc(OC)c(OC)c2)C(=O)[C@]31C
→ 1.4%	-1.9%	0.2%	11.1%	-18.8%	0.7%	4.3	-0.3%	-2.7%	7.4%	14.2%
CC(C)CCNC(=O)C(=O)NCCC1=CCCCC1
→ -4.3%[46.1 µM]	1.2%	2.0%	-4.1%	?	9.9%	-16.6	-0.6%	3.3%	3.6%	8.9%
COCCN(CCOC)C(=O)c1cc2sc3ccccc3c2s1
→ -5.1%	4.3%	0.7%	9.6%	?	20.4%	-4.7	0.0%	-0.6%	-5.1%	-16.1%
CC1CC(NS(=O)(=O)c2cccs2)CC(C)(C)C1 (stereo unspecified)
→ 2.2%	-1.3%	-2.5%	9.3%	-7.6%	5.0%	-4.2	-0.3%	1.6%	6.7%	-10.7%
C=C(C)C1CC=C(CN2CCC(C(=O)OCC)CC2)CC1 (stereo unspecified)
→ 1.3%	-2.6%	3.0%	·	4.6%	7.2%	-3.4	-0.2%	-0.8%	-0.6%	-1.4%
COc1ccc(C(CNC(=O)COc2ccccc2C)N2CCOCC2)cc1 (stereo unspecified)
→ 3.0%	-0.9%	1.3%	1.5%	-0.9%	-2.3%	-0.7	-0.2%	1.3%	0.5%	-9.4%
Cc1nn(-c2ccccc2)c(Cl)c1/C=N/Nc1nnc(C)c(=O)[nH]1
→ 2.0%	-1.2%	6.3%	-1.1%	-1.8%	11.6%	14.0	0.3%	-5.1%	?	-7.2%
COc1cccc2[nH]c3ccccc3c(=O)c12
→ -4.5%	0.4%	-1.6%	-22.7%	26.3%	-5.3%	-5.6	0.3%	-3.3%	-0.9%	6.0%
CC[n+]1c(C)sc2c3ccsc3ccc21
→ -1.0%	0.8%	-5.4%	1.9%	2.4%	18.3%	-1.8	0.4%	-3.6%	-4.6%	-0.3%
O=C(Nc1ccc(N2CCOCC2)cc1)c1ccc(Cl)c(S(=O)(=O)N2CCCCC2)c1
→ -2.7%	0.8%	0.6%	-7.6%	?	4.9%	2.6	-0.2%	0.4%	2.2%	14.1%
C(=N\N1CCN(C(c2ccccc2)c2ccccc2)CC1)/c1ccc2c(c1)OCO2
→ -0.5%	-2.2%	-3.4%	1.6%	-1.8%	18.1%	-1.5	-0.4%	0.3%	0.5%	2.4%
O=c1oc2ccccc2c(NCc2ccc(Cl)cc2)c1[N+](=O)[O-]
→ 3.3%	-0.8%	-7.9%	?	16.7%	-2.2%	-7.7	0.2%	-1.1%	?	4.9%
CC(C)(C)[C@@H]1COC(=O)[C@H](Cc2ccc(F)cc2)CC/C=C\C[C@@H](CC(=O)N(CCO)Cc2ccccc2)C(=O)N1
→ -1.6%	-7.7%	0.3%	-10.3%	-7.2%	·	-43.2	-0.1%	-5.5%	?	-30.2%
CCn1c(SCC(=O)NC(C)(C)C)nnc1-c1ccccn1
→ 0.4%	3.9%	1.2%	6.7%	-6.2%	2.8%	-18.7	0.3%	-0.9%	14.4%	21.7%
O=C(NCc1ccco1)C(c1cccs1)N(C(=O)C1COc2ccccc2O1)c1cccc(O)c1 (stereo unspecified)
→ 8.4%	-1.2%	5.9%	3.1%	13µM*	-5.1%	2.4	-0.7%	-8.9%	?	1.1%
COc1ccc2nc(CNC(=O)C3CCC(=O)N(CCc4ccccc4)C3)[nH]c2c1 (stereo unspecified)
→ -2.4%	-1.4%	-24.0%	1.6%	-0.2%	-0.8%	-7.9	-1.9%	-0.5%	3.6%	6.9%
CCc1nnc(NC(=O)CSc2sc3c(O)cc(=O)[nH]c3c2C#N)s1
→ -1.5%	3.2%	?	-1.2%	5.1%	0.0%	-4.1	-0.5%	-1.3%	?	-8.2%
CCOC(=O)C1CCN(c2ccc([N+](=O)[O-])c(C(C)=O)c2)CC1
→ 0.1%	4.3%	-1.5%	-4.1%	-12.6%	1.6%	-16.0	-0.1%	-0.9%	-1.1%	-8.3%
O=C(CS(=O)(=O)c1ccccc1)NCc1ccccc1
→ -5.0%	-1.9%	0.6%	5.5%	18.8%	-1.6%	6.0	-0.8%	-5.2%	12.4%	-6.7%

Two compounds picked at random from those above, as already listed:
Values run as follows: TCR act	USP2a inh	Tb PFK block	uPA generation	ELG1 DNA repair	Mito fusion yeast	TSHR antagonist	B2AR arrestin	PTAP TSG101 blk	BCR signal inh	Eya2 inh
O=C(Nc1ccc(N2CCOCC2)cc1)c1ccc(Cl)c(S(=O)(=O)N2CCCCC2)c1
→ -2.7%	0.8%	0.6%	-7.6%	?	4.9%	2.6	-0.2%	0.4%	2.2%	14.1%
CCc1nnc(NC(=O)CSc2sc3c(O)cc(=O)[nH]c3c2C#N)s1
→ -1.5%	3.2%	?	-1.2%	5.1%	0.0%	-4.1	-0.5%	-1.3%	?	-8.2%

(more compounds)
Values run as follows: TCR act	USP2a inh	Tb PFK block	uPA generation	ELG1 DNA repair	Mito fusion yeast	TSHR antagonist	B2AR arrestin	PTAP TSG101 blk	BCR signal inh	Eya2 inh
CC(C)CN(C(=O)c1cccc(S(=O)(=O)N2CCCCC2)c1)C1CCS(=O)(=O)C1 (stereo unspecified)
→ -8.2%	2.3%	0.8%	0.8%	21.1%	-9.0%	19.2	-0.9%	-3.8%	-0.4%	1.7%
Cn1cc(C(=O)NCc2ccc(Cl)cc2)c(=O)c2cc(S(=O)(=O)N3CCOCC3)ccc21
→ 14.7%	1.3%	-6.8%	1.7%	-5.0%	-2.9%	-10.3	0.0%	-3.1%	7.5%	?
Cc1cc(C)nc(-n2nc(C)c(Br)c2Nc2ccc(Br)cc2)n1
→ 5.1%	-0.4%	-1.9%	1.1%	?	2.2%	-9.5	-0.1%	-11.1%	-3.8%	1.1%
CN=C1SC(CC(=O)Nc2ccc(F)cc2F)C(=O)N1/N=C/c1ccc(OC(F)F)c(OC)c1 (stereo unspecified)
→ 2.8%	1.4%	-0.8%	-7.6%	?	-8.7%	6.1	0.3%	2.4%	-7.6%	2.7%
CCn1nnnc1SCC(=O)Nc1ccc2c(c1)OCCO2
→ 9.3%[46.1 µM]	1.7%	0.4%	0.3%	?	-4.1%	8.0	0.0%	-7.0%	-10.3%	-7.7%
CC(c1nnc(SCC(=O)c2c(N)n(C3CC3)c(=O)[nH]c2=O)n1-c1ccc(F)cc1)N(C)C (stereo unspecified)
→ 50.1%	-0.1%	-2.8%	-6.9%	-2.6%	3.3%	19.0	-2.3%	-1.6%	0.3%	-6.8%
CCCCN(CCCC)CC(O)CN1C(=O)NC(C)(C)C1=O (stereo unspecified)
→ 2.9%	2.5%	-2.1%	6.4%	1.3%	2.4%	3.4	-0.8%	-4.3%	?	-2.6%
Cc1cc(CNC(=O)COc2ccc(C#N)cc2)c2ccccc2n1
→ 1.3%	0.6%	-17.6%	-4.1%	-18.6%	-1.9%	18.0	0.1%	-0.8%	0.9%	10.9%
Cc1ccc(N(CC(=O)NC2CCCC2)C(=O)CCC(=O)Nc2ccccn2)cc1
→ -16.7%	0.2%	0.0%	0.4%	-5.4%	-4.8%	33.0	0.1%	0.8%	2.6%	-0.7%
COc1ccccc1C(=O)NC(=O)COC(=O)CCOc1ccccc1C
→ -6.4%	-1.9%	3.3%	-1.9%	17.4%	-1.9%	-3.2	-0.3%	-3.9%	0.0%	2.6%
CN1C(=O)c2cccc(NCCCCCCN3C(=O)c4ccccc4C3=O)c2C1=O
→ 2.6%	0.0%	-5.3%	1.5%	14.6µM*	-0.4%	-15.2	-0.3%	0.5%	?	0.5%
CCC(Sc1nc2sc(C(=O)OC)c(C)c2c(=O)n1N)C(=O)NCC1CCCO1 (stereo unspecified)
→ ·	1.9%	4.6%	-3.5%	?	-3.5%	-2.3	-0.2%	·	1.1%	1.4%
